From PubChem BioAssay
C-LANA FP: inhibitors of KSHV LANA C-terminal domain DNA binding; inhibition, % at 9 µM; MBP-C-LANA/FAM-LBS DNA binding, fluorescence polarization; 0.078% of 340,000 active;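 active = highest replicate inhibition at or above 60% at 9 µM, even if other replicates fall short; inactive = all replicates below 60% inhibition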;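 also: 0% = neutral control wells and 100% = 4 µM acridine orange control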
PvdQ inh: P. aeruginosa PvdQ acylase inhibition | 0.063% of 340,000 active | AID 488965 | purified PvdQ acylase, fluorescence plate reader | inhibition, % at 10 µM; in the data active = inhibition above about 30%, passing the limit was not always enough;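 also: 0% = vehicle neutral wells and 100% = reference inhibitor wells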
CDK5 inh: CDK5/p35 (human) kinase inhibition; Recombinant CDK5/p35, ADP-Glo luminescence, 60 min; inhibition, % at 10 µM; 0.01% of 330,000 active;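 active = highest replicate inhibition of at least 50% and at least 75% of replicates reaching 50%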;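 also: plate controls were DMSO neutral control for no effect and GW8510 at 10 µM for full effect; many of its hits are not listed in these tables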
Cardiac RTF inh: cardiac RTF calcium desensitization; P19429+P45379; IANBD-labeled cardiac RTF, Ca2+ fluorescence; inhibition, % at 7.15 µM; 0.12% of 340,000 active;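 active = inhibition above the mean inhibition of all tested compounds plus 3 SD, cut at about 17% in these data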;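 also: assay run at fixed EC70 calcium of 1.6 mM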
Rtt109 HAT inh: C. albicans Rtt109 histone acetyltransferase inhibition. Q5AAJ8. purified Rtt109/Vps75, ThioGlo CoA-SH fluorescence, 4 h. inhibition, % at 34.9 µM. 0.16% of 330,000 active. AID 540336;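 active = inhibition of at least 50% in every replicate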
Target sequence (Q5AAJ8 whole entry, looked up): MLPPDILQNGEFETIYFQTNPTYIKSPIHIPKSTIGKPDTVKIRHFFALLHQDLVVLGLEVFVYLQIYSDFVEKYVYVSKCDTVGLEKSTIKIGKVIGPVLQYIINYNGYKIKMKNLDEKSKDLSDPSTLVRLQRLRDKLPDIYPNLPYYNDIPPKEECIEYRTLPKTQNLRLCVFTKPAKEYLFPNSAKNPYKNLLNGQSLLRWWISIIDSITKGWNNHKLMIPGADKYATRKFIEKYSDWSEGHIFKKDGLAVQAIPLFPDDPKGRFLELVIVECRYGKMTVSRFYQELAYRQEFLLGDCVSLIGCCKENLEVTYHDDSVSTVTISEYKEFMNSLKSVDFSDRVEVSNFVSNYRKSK
cardiac RTF act: cardiac RTF calcium sensitization; IANBD-labeled TnC RTF fluorescence at EC20 calcium; 0% EC20 calcium, 100% full calcium; activation, % at 7.2 µM; P19429+P45379; AID 493008; 0.24% of 340,000 active;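 active = activation above the mean over all tested compounds plus 3 SD, cut at about 30% in these data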;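 also: rise in fluorescence read as greater calcium sensitivity of cardiac thin filaments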
NSD2 inh: NSD2 (human) methyltransferase inhibition. NSD2 peptide methylation, AlphaScreen, 120 min. 0.54% of 310,000 active. O96028. AID 743445. inhibition, % at 12.5 µM; in the data active = inhibition above about 50%
Mot1-301 SUMO: inhibitors of SUMOylation pathway: yeast Mot1-301 growth rescue | AID 2716 | growth rescue, % at 18.8 µM | 1% of 320,000 active | S. cerevisiae Mot1-301 growth rescue, ATP luminescence, 38.5C; percent above DMSO median, 100 means doubled;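 active = every valid replicate shows activation above 250% relative to neutral control wells; inactive = the rest, any valid replicate at or below 250%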;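 also: OY570 slx delta 5 strain wells were the positive control but not used for scaling; some compounds called inactive have numbers as strong as hits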
PfHsp90 yeast 2: reduces growth (ATP signal) of yeast expressing P. falciparum Hsp90; S. cerevisiae expressing PfHsp90, BacTiter-Glo ATP, 48 h; yeast lacking PDR1 and PDR3 efflux regulators; inhibition, % at 9.4 µM; 0.32% of 310,000 active; AID 504621;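 active = every replicate shows inhibition above about 80%, whatever the replicate mean, limit read from the data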;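 also: 0% = DMSO neutral controls and 100% = 20 µM radicicol positive controls; yeast relying on Plasmodium falciparum Hsp90 in place of its own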
Keap1 Nrf2 FP: disrupts human Keap1 binding to Nrf2 peptide; 0.15% of 340,000 active; Q14145; Keap1 Kelch-Nrf2 peptide fluorescence polarization, 1536-well; inhibition, % at 9.4 µM; in the data active = inhibition above about 12%;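 also: human Keap1 Kelch domain with fluorescein labeled Nrf2 9mer peptide probe; 0% = neutral control wells and 100% = peptide positive control; higher means more block of Keap1 binding to Nrf2 peptide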
Target sequence (Q14145 whole entry, looked up, the tested form may be a part): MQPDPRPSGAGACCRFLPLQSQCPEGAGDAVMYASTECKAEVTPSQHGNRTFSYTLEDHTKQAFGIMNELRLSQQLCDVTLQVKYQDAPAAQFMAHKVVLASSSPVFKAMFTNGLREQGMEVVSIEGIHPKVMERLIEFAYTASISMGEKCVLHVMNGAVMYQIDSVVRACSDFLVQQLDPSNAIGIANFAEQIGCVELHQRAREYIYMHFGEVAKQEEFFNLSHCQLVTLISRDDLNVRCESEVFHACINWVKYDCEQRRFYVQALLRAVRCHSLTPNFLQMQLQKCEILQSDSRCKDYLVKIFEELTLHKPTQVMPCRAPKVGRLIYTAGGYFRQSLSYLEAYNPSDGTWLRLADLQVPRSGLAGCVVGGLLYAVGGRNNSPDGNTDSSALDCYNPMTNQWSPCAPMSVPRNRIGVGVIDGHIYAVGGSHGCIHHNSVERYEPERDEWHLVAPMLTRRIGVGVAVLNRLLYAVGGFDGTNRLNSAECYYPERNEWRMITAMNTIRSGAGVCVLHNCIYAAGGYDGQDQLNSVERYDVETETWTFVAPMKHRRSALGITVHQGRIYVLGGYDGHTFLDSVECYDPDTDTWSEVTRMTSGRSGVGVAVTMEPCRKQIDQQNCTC
dFosB act: mouse delta FosB homodimer activation; purified delta FosB, TAMRA-CDK5 oligo fluorescence polarization; percent of positive-control signal above neutral wells; activation, % at 25 µM; 0.99% of 340,000 active;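 active = mean activation above about 17%, with every replicate also reaching it, limit read from the data, passing the limit was not always enough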;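 also: fluorescence polarization rise as delta FosB binds a TAMRA Cdk5 AP-1 oligo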
* hit, by the source's call; . = not tested or not shown; + = active, no number.

SMILES	C-LANA FP	PvdQ inh	CDK5 inh	Cardiac RTF inh	Rtt109 HAT inh	cardiac RTF act	NSD2 inh	Mot1-301 SUMO	PfHsp90 yeast 2	Keap1 Nrf2 FP	dFosB act
COc1cccc(CN2CCN(c3ccc(F)cc3)C2=O)c1	-4.7	-12	0.2	3	1	-4	-6	6	-8	5	-3
O=C(O)CCSc1ncnc2sc(-c3ccccc3)cc12	-0.7	-3	1.9	-7	0	2	21	31	-10	-4	-31
Cc1cc(C(=O)CCC(=O)N(C)CC(=O)Nc2ccccc2Br)c(C)s1	1.2	9	-0.4	-37	-4	-1	0	-22	-3	-1	0
CCCCOc1ccc(C(=O)NCC(=O)N2CC(C)CC(C)C2)cc1 (centres undefined)	0.5	-2	-10	-3	3	1	1	16	0	-4	-11
COCCNC(=O)C(c1cccs1)N(C(=O)Cn1nnc2ccccc21)c1ccc2c(c1)OCO2 (centres undefined)	1.3	-23	-1.1	-17	3	9	-3	712	-12	-9	-4
C/C(=N\NC(=S)Nc1ccc(F)cc1)C1CC1	-0.1	-4	0.5	-6	7	3	2	-22	-9	-5	-7
CC1CCC(NC(=O)CCS(=O)(=O)c2ccc3c(c2)oc(=O)n3C)CC1 (centres undefined)	-0.6	-6	-0.1	-2	-5	-1	1	-11	5	4	-5
N#CCCN(Cc1cccnc1)C(=O)Nc1cccc(Cl)c1	-0.3	-13	-1.7	-4	15	-2	0	+	20	0	0
COc1ccc(OC)c(NC(=O)C2CCN(Cc3cnn(-c4ccccc4)c3-n3cccc3)CC2)c1	0.2	-17	-0.4	-2	1	-1	4	312	-10	-3	-3
Cc1ccc(C(=O)OCC(=O)Nc2nc(-c3ccccc3)cs2)cc1NC(=O)c1ccco1	2.4	14	1.2	-6	1	-1	.	3	.	-1	9
Nn1c(SCc2ccc([N+](=O)[O-])cc2)nc2ccccc2c1=O	1.3	-2	0.8	-7	5	-3	-2	26	-21	-1	10
COc1ccc(C(=O)Nc2cccc(-c3cnc4ccccc4n3)c2)cc1	-1.6	-10	-0.4	-7	3	5	1	91	-14	6	-8
CCOC(Cn1ccc(=O)[nH]c1=O)OCC	-0.5	-13	-0.1	-7	-3	6	4	-4	-13	-4	-18
O=C(COC(=O)/C=C/c1ccc(OC(F)F)cc1)Nc1ccc2[nH]c(=O)[nH]c2c1	-0.2	-23	1.0	-6	3	8	-2	-6	-17	-5	12
COc1ccc(C(=O)OCC(=O)NCCc2ccc(F)cc2)cc1S(=O)(=O)N1CCOCC1	-0.6	-9	-0.7	5	-2	-1	-3	-3	-18	-2	-10
CC(C)NC(=O)c1cc(=O)n(C)c(=O)n1C	-0.9	-10	0.3	-1	-3	-4	-8	-9	-4	0	2
CCCN1CN=C(Nc2nc3ccccc3o2)NC1	-0.6	1	1.2	.	-2	.	-2	-7	14	3	0
O=C(NC(=S)NNC(=O)c1ccccc1O)c1ccco1	-1.1	-4	-1.5	-10	-3	4	-12	-15	23	3	-12
COc1ccc(N(CC(=O)Nc2cccc(C(F)(F)F)c2)S(C)(=O)=O)cc1	-0.5	-28	-1.6	-4	3	3	-1	-11	-14	-3	-3
CC(C)N(C(=O)[C@H]1C[C@H](CC(=O)NCc2cccc(C(F)(F)F)c2)C(=O)N2CCc3c([nH]c4ccc(Cl)cc34)[C@]12C)C(C)C	5.8	-15	-0.1	-4	1	1	.	.	-12	-2	4
COc1ccc(CN(C)C(=O)Cc2c[nH]c3ccccc23)cc1	-3.1	-14	1.5	-5	-5	10	-1	-4	-17	-4	-3
COc1cccc2c(=O)n(CC(=O)N3CCCCCC3)ccc12	0.2	-13	-0.9	-5	-17	8	.	-8	-23	-1	6
O=C(/C=C/c1cccs1)c1ccc(NC(=O)c2ccccc2F)cc1	0.2	0	0.8	-3	-2	5	-1	9	1	-2	5
CCOC(=O)C1CCCNC1=O (centres undefined)	-1.0	5	0.7	5	-1	-2	-2	-14	-3	0	2
O=C(NCc1ccccc1)C1=C[C@H](c2ccc(C(F)(F)F)cc2)C[C@H](OCc2ccc(CO)cc2)O1	-1.0	-14	2.2	-1	-1	3	.	6	.	-3	-8
SMILES	C-LANA FP	PvdQ inh	CDK5 inh	Cardiac RTF inh	Rtt109 HAT inh	cardiac RTF act	NSD2 inh	Mot1-301 SUMO	PfHsp90 yeast 2	Keap1 Nrf2 FP	dFosB act
CCNC(=O)c1cc(Br)ccc1Cl	0.4	21	7.0	1	7	-1	-2	0	.	-2	-1
CCOC(=O)C1(CCc2ccccc2)CCN(C(=O)CCc2cnccn2)CC1	1.7	-11	-1.6	-18	-6	4	0	.	-6	-2	0
O=C1CN(C(=O)CSc2nc(-c3ccc(Cl)cc3)cs2)c2ccccc2N1	0.8	-22	-4.0	6	5	-4	-3	275	-9	-7	0
CN(CC(=O)Nc1cccc(F)c1)C(=O)c1csc2c1CCCC2	-1.8	-16	1.3	-11	-2	7	.	-11	.	-4	-9
O=C(COc1ccc(S(=O)(=O)N2CCCCC2)cc1)NC1CCCCC1	0.7	-2	-0.4	-7	1	4	-1	-7	-13	-4	0
Cc1ccc(NC(=O)Cc2c(Cl)cccc2Cl)cc1S(=O)(=O)N(C)C	0.5	-13	0.9	-9	3	-3	1	94	-34	0	-6
O=C(Nc1ccc([N+](=O)[O-])cc1)c1ccc(Cn2cc([N+](=O)[O-])cn2)cc1	0.9	-6	-0.2	-6	-11	1	-1	19	-11	0	7
CC(C)(C)c1ccc(S(=O)(=O)NCc2ccc(C(=O)N3CCOCC3)cc2)cc1	-1.8	-1	-5.7	6	2	-6	.	-14	.	-7	0
CCCCc1ccc(NC(=O)CSC2=NN3CCCC(=O)N=C3S2)cc1	-1.7	8	1.2	6	5	-6	2	8	-1	2	-7
NS(=O)(=O)c1ccc(N=Nc2c(-c3ccccc3)[nH]n(-c3nc(-c4ccccc4)cs3)c2=O)cc1	-0.1	9	5.1	12	4	-31	-4	-11	-21	-3	-10
COc1cc(OC)cc(C(=O)NC(=S)NNC(=O)[C@H]2C[C@@H]2c2ccccc2)c1	0.3	-10	0.1	-3	-2	4	0	-11	11	-6	-14
Cc1c(C(=O)N2CCN(Cc3ccccc3)CC2)oc2c1C(=O)CCC2	0.0	-18	-2.7	-2	0	-1	8	23	0	0	0
C=COC(=O)CSc1snc(SCC(=O)OC)c1C#N	0.3	-11	-0.6	-3	17	-5	-2	30	5	-9	-7
COc1ccc(NC(=O)CC2SC(=O)NC2=O)cc1 (centres undefined)	0.2	-15	-3.6	-8	-1	-1	7	-6	-25	-2	-2
Cc1cccc(C)c1NC(=O)Cn1c(CN2CCCCC2)nc2ccccc2c1=O	-1.8	-7	1.5	-3	-4	7	0	-2	-3	0	-8
Cc1ccc2c(c1)N(C(=O)CCC(=O)NC1CCC(C)CC1)CCO2 (centres undefined)	-1.2	-25	-5.2	-2	-2	10	.	14	-159	-2	-2
CCOc1ccc(N(CC(=O)NC2CCCC2)S(=O)(=O)c2c(C)[nH]c(=O)[nH]c2=O)cc1	-0.9	-13	-2.3	0	-2	1	.	4	18	0	2
Cc1cc(Cl)c(C(=O)Nc2cccc(C(F)(F)F)c2)c(C)n1	1.6	5	0.6	5	-1	-1	-4	-9	-4	-4	-6
CC1(C)Cc2c(cnn2-c2cccc(F)c2)C(NC(=O)C2CCOCC2)C1 (centres undefined)	-2.2	-11	0.5	1	2	-1	-1	3	-4	-5	-2
O=C1C=C(c2ccc(CO)cc2)C[C@@H](c2ccc3c(c2)OCO3)C1	-0.6	-4	-1.3	4	7	-2	.	-8	-44	0	-2
CC1(C)NC(=O)N(CCOc2ccc3c(c2)CCC3)C1=O	1.8	-8	0.4	-6	-2	-5	-2	-1	-2	-2	-3
O=c1c2c3c(sc2nc2n1CCCC2)CCC3	-0.8	-6	1.0	-3	5	-2	1	27	5	0	2
COc1ccc(CNS(=O)(=O)c2cc(CN3C(=O)c4cccnc4C3=O)ccc2OC)cc1	0.1	-13	-2.8	-14	0	-4	-6	118	-16	-4	-3
COc1ccc(N2CCOCC2)c(NC(=O)c2cc3ccccc3o2)c1	0.1	4	-1.9	-13	4	-2	-4	-3	-40	-6	-14
Cc1cc2oc(=O)cc(CN3CCOCC3)c2cc1Cl	0.1	-10	-1.5	8	-3	-4	-1	-14	0	-4	-5

Brought forward from above: 2 entries; new compounds follow.
SMILES	C-LANA FP	PvdQ inh	CDK5 inh	Cardiac RTF inh	Rtt109 HAT inh	cardiac RTF act	NSD2 inh	Mot1-301 SUMO	PfHsp90 yeast 2	Keap1 Nrf2 FP	dFosB act
COc1ccc(N2CCOCC2)c(NC(=O)c2cc3ccccc3o2)c1	0.1	4	-1.9	-13	4	-2	-4	-3	-40	-6	-14
Cc1cc2oc(=O)cc(CN3CCOCC3)c2cc1Cl	0.1	-10	-1.5	8	-3	-4	-1	-14	0	-4	-5
CCN1C(=O)CCN(C2CCCC2)c2nc(Nc3ccc(C(=O)NC4CCN(C)CC4)cc3OC)ncc21	-7.7	6	-2.6	1	6	-8	.	.	-3	0	-3
CCc1ccccc1NC(=O)CSc1nnc(-c2ccncc2)o1	-1.1	6	-1.0	7	-13	-2	.	63	-19	-1	-2
Cc1[nH]c2ccccc2c(=O)c1CN1CCCCCC1	-2.9	5	1.7	-5	.	2	-1	44	18	-10	1
Cc1cccc(NC(=O)NC(=S)NC(=O)c2ccccc2)c1	2.0	-13	0.9	-15	1	-1	.	-9	33	-2	-13
CCc1ccc(/C=C2\Oc3ccc(C(=O)OC)cc3C2=O)cc1	-1.1	-7	0.7	8	-2	-2	-3	-1	-11	2	-11
O=C(NCCc1ccccc1)c1cccs1	0.8	-8	-0.2	1	-6	-3	-2	-8	-15	0	0
COc1ccc(-c2cc(C(N)=O)nc(N3CCCCCC3)n2)cc1	1.0	1	-5.5	15	6	5	-1	-4	-13	-9	2
CCN(CC)CCCNC(=O)Cc1c(C(=O)O)n(C)c2ccccc12	0.3	-6	0.0	-2	8	0	.	-6	-5	-1	0
CCC(C)C(NC(=O)C1CCC(C)CC1)C(=O)NCCCN1CCCCC1CC (centres undefined)	-0.6	-9	-0.3	-3	1	0	-6	5	13	-3	-9
CCN(CC)C(=S)NC(=O)c1ccc(F)cc1	-0.4	4	0.6	8	0	2	1	59	8	0	6
CSc1ccccc1C(=O)N(C)Cc1ccccc1	2.8	-6	-1.4	4	7	0	26	-8	-43	-3	7
CC1Cc2nc(SCC(=O)N3CCN(c4ccccc4)CC3)n(C)c(=O)c2S1 (centres undefined)	-0.1	-6	-0.1	-1	-4	0	.	15	0	0	-5
CCCn1nnc(NC(=O)C(C)C)n1	0.5	0	-0.6	3	16	7	1	-18	-5	0	10
Cc1ccc(C)c(NC(=O)C(Sc2nc3ccccc3c(=O)n2CC(C)C)c2ccccc2)c1 (centres undefined)	-0.8	-18	1.2	-16	-6	0	-1	-5	-17	-3	-7
COc1ccc(/C=C2\SC(=S)N(CCC(=O)N3CCCCC3CCO)C2=O)cc1 (centres undefined)	0.3	7	1.5	0	10	-5	5	-16	-1	1	0
O=c1[nH]c(CN2CCc3ccccc32)nc2scc(-c3cccs3)c12	0.6	-2	0.5	-9	-8	-3	-7	7	-17	-5	1
CCCOc1nc(C)cc(COC)c1C(N)=O	32	1	-1.3	-5	6	-2	-1	1	-15	-3	0
